hiPSC survival – enhancers of single-cell hiPSC survival, primary screen, ATPlite luminescence | AID 602274, 2012 | actives 0.044% (n = 360,000) | survival enhancement, % at 20 µM | 100% = ROCK inhibitor wells, 0% = DMSO; in the data active = survival enhancement above about 18%;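 note: cells exposed to compounds for 16 hours before the ATP read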
CaV13 ICDI inh – Disruptors of the CACNA1D IQ motif to Ca2+-dependent inactivation inhibitor domain association, primary screening, Förster resonance energy transfer in intact living …; HEK cells, CFP/YFP FRET ICDI-IQ, plate reader, 10 min; percent FRET-ratio fall versus neutral wells; actives 0.098% (n = 340,000); inhibition, % at 12.3 µM;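 active = mean replicate inhibition of at least 30% and at least 1% of replicates passing that level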;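 note: 0% = median of the neutral control wells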
HIF-2a inh – HIF-2a reporter inhibitors, primary screen, luminescence, 786-0 RCC cells. 786-0 RCC cells HIF-2a reporter, luciferase luminescence, overnight. inhibition, % at 18.8 µM. actives 0.72% (n = 360,000). AID 624352, 2012;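 active = inhibition of the luminescence signal of 40% or more relative to plate controls, in a single-dose primary screen at 18.75 µM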
HTR2A ag – mouse Htr2a agonists via beta-arrestin recruitment, primary screen, cell-based, luminescence. 5-hydroxytryptamine receptor 2A (Mus musculus), P35363. CHO-K1 mHTR2A beta-arrestin complementation; percent of 30 µM serotonin response. activation, % at 7.6 µM. actives 0.66% (n = 360,000);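 active = activation above a run cutoff, the mean activation of all tested compounds plus 3 SD, cut at about 14% in these data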;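 note: 0% = plate median of compound wells and 100% = 30 µM serotonin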
Target sequence (P35363 whole entry, looked up): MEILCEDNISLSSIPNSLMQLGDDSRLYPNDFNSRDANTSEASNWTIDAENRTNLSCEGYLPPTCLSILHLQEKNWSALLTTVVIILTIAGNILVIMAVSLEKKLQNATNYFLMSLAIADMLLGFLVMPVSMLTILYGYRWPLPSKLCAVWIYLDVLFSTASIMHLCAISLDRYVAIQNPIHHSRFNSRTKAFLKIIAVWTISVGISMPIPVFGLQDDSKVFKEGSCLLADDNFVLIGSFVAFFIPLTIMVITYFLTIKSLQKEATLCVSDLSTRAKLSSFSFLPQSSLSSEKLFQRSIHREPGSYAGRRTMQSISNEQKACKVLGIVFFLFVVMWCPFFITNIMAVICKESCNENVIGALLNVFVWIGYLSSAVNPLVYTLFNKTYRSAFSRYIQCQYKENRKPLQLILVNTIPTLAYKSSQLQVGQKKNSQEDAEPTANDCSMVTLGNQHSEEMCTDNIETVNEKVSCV
NR2E3 ag-1 – inhibitors of NR2E3-RetCOR corepressor binding, primary screen, NR2E3 agonist project, biochemical, TR-FRET, GST-NR2E3, biotin-RetCOR. inhibition of corepressor binding, % at 4.78 µM. 1536-well. actives 0.12% (n = 320,000). AID 2300, 2010. Photoreceptor-specific nuclear receptor (Homo sapiens), Q9Y5X4;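 active = percent inhibition above the cutoff of mean plus 3 SD of all tested compounds, set per screening campaign, cut at about 20% in these data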;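 note: 0% = DMSO wells and 100% = biotin wells as full block of FRET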
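System: GST-tagged NR2E3 plus biotinylated RetCOR corepressor; Buffer or medium: pH 7.5 Tris-based buffer; Probe or stimulus: RetCOR corepressor, biotinylated, 7 nM; Doses: compound at 4.8 µM, single dose; Schedule: 5 h incubation at 4 °C; Technique: time-resolved FRET; Evaluation: percent inhibition of TR-FRET ratio; Replication: one well per compound, singlicate testing.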
NR2E3 ag-2 – NR2E3 agonists in two-hybrid cells, primary screen, cell-based, luminescence, CHO-S, Gal4-NCOR/VP16-NR2E3. Photoreceptor-specific nuclear receptor (Homo sapiens), Q9Y5X4. luciferase. inhibition of corepressor binding, % at 3.98 µM. actives 0.35% (n = 360,000). AID 602229, 2012;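 active = inhibition above the mean of all tested compounds plus 3 SD, cut at about 70% in these data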;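 note: 0% = DMSO with NR2E3 transfected cells and 100% = cells lacking NR2E3 construct; higher means lower luciferase signal from less NR2E3 corepressor binding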
MITF TRPM1 inh – inhibitors of MITF-dependent TRPM1 promoter reporter, primary screen, cell-based, SK-MEL-5, single point, luciferase. SK-MEL-5 TRPM1 promoter luciferase, 24 h. inhibition, % at 12.5 µM. actives 0.83% (n = 330,000). AID 488899, 2010;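 active = mean inhibition across replicates of 60% or more, whatever share of single replicates reaches that level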; note: values of inactives mirror those of a sister screen read the other way
Cardio protect – cardioprotection against H2O2-induced cell death, primary screen, uHTS, H9c2 cells, ATPLite luminescence | actives 0.63% (n = 360,000) | protection from H2O2 cell death, % at 20 µM | AID 588492, 2011 | H9c2 cardiomyocytes, H2O2 injury protection, 2 h;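 active = compounds giving at least 50% protection of heart cells from peroxide-induced death in the single-dose screen, raw or plate-pattern-corrected value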;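 note: 0% = DMSO wells with peroxide and 100% = DMSO wells without peroxide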
Peg3 promoter – Peg3 promoter-driven luciferase inhibitors, primary screen, cell-based, HeLa, luciferase luminescence | HeLa PEG-Prom luciferase reporter, overnight | inhibition, % at 20 µM | actives 1.7% (n = 360,000) | AID 588405, 2011;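 active = inhibition of at least 50% at 20 µM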
PDI inh – inhibitors of human PDI, primary screen, biochemical, turbidity, single point, plate reader | Protein disulfide-isomerase (Homo sapiens), P07237 | PDI insulin aggregation turbidity, A650, 90 min | inhibition, % at 10 µM | actives 0.052% (n = 350,000) | AID 588391, 2011;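 active = mean inhibition across replicates of 30% or more, whatever share of single replicates reach that level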;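 note: absorbance from insulin aggregation driven by PDI reduction with DTT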
Target sequence (P07237 whole entry, looked up): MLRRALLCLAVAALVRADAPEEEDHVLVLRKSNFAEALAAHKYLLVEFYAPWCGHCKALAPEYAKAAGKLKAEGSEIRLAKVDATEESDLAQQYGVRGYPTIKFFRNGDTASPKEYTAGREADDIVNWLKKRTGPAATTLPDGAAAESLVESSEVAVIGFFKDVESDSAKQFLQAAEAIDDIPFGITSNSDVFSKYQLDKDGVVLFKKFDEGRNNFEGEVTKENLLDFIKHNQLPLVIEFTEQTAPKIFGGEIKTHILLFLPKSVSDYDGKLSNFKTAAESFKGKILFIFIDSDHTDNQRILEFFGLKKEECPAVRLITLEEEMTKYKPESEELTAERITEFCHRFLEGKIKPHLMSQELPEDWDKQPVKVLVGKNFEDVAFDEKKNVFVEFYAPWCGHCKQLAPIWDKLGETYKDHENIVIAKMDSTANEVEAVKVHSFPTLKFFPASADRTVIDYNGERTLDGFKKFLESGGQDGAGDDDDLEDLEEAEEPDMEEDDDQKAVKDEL
Shn3 inh set2 – reduction of Shn3 3'UTR firefly luciferase signal, primary screen, Schnurri-3 inhibitor project, cell-based, Clone20 osteoblasts, set 2. Clone20 osteoblast Shn3 3'UTR firefly luciferase, 24 h. inhibition, % at 12.5 µM. actives 0.52% (n = 360,000). AID 588674, 2011;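 active = mean inhibition of at least 75% with every replicate also reaching 75%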;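 note: 0% = median of neutral control wells and 100% = pilot-screen positive control compound; some compounds past the cut are filed as inactive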
Numbers without * were called inactive; / = no result given.

SMILES	hiPSC survival	CaV13 ICDI inh	HIF-2a inh	HTR2A ag	NR2E3 ag-1	NR2E3 ag-2	MITF TRPM1 inh	Cardio protect	Peg3 promoter	PDI inh	Shn3 inh set2
Cc1csc2nc(=O)c3ccccc3n12	-2.8	-5	-12	-3	/	-21	6	17	0	8	-6
CCN(CC(=O)Nc1ccc(NC(C)=O)cc1)C(=O)CCCc1c[nH]c2ccccc12	-2.1	-2	0	3	1	9	11	7	1	-1	4
CCC1CCCCN1C(=S)NC(=O)c1cc(Br)ccc1Cl (stereo unspecified)	0.3	-2	5	-6	1	35	9	13	9	-1	9
Cc1cc(C)n(-c2cccc(CN(C)Cc3nc(-c4cnccn4)no3)c2)n1	4.1	5	12	5	-1	18	9	-4	2	7	0
C=CCn1c(N2CCCC2)nc2c1c(=O)[nH]c(=O)n2C	0.7	-9	3	3	2	7	0	4	18	4	8
CC1CC(C)CN(C(=O)CCn2c(=O)oc3ccccc32)C1 (stereo unspecified)	0.2	-3	11	4	3	-13	0	4	13	-9	-1
O=C(C1CCN(S(=O)(=O)c2ccc(-n3cnnn3)cc2)CC1)N1CCN(c2ccccc2)CC1	1.1	-4	12	4	1	-29	-1	-3	14	-4	2
COc1ccc(C(CC(=O)Nc2cc(OC)cc(OC)c2)n2cccc2)cc1 (stereo unspecified)	0.4	-4	-9	4	0	-3	-10	5	-5	2	6
O=C(c1cc(-c2ccccc2)nc2ccccc12)N1CCCC1	-0.2	-3	-7	-5	0	-26	8	-4	3	-12	-13
COc1ccc(C(=O)NNC(=S)NC(=O)c2cc(-c3ccccc3)nc3ccccc23)cc1	-2.8	-4	-2	7	3	-11	-5	18	-6	-5	6
CCC(=O)N(CCc1ccccc1)Cc1cc2ccc(OC)cc2[nH]c1=O	-0.4	-21	14	7	-3	17	-3	4	15	0	3
Cc1cccc(N/C(N)=N/c2nc(C(F)(F)F)cc(=O)[nH]2)c1C	0.3	-5	17	-7	5	3	-8	-2	20	5	17
COc1ccccc1C(CNC(=O)c1cccc(S(=O)(=O)Nc2ccc(F)cc2)c1)N1CCCC1 (stereo unspecified)	-2.3	-5	18	-3	/	-4	-9	-6	-3	-6	2
COc1ccc(CC(O)COS(N)(=O)=O)cc1 (stereo unspecified)	2.5	-4	8	4	4	-3	10	-1	1	1	0
COc1ccc(Cc2nc3ccc(C(=O)N(C)CCO)cc3o2)cc1	-0.3	-4	9	0	1	-13	13	-2	14	7	-16

2 of the compounds above, as labelled records.
Molecule: Cc1csc2nc(=O)c3ccccc3n12
  hiPSC survival: -2.8; CaV13 ICDI inh: -5; HIF-2a inh: -12; HTR2A ag: -3; NR2E3 ag-1: /; NR2E3 ag-2: -21; MITF TRPM1 inh: 6; Cardio protect: 17; Peg3 promoter: 0; PDI inh: 8; Shn3 inh set2: -6
Molecule: COc1ccc(C(=O)NNC(=S)NC(=O)c2cc(-c3ccccc3)nc3ccccc23)cc1
  hiPSC survival: -2.8; CaV13 ICDI inh: -4; HIF-2a inh: -2; HTR2A ag: 7; NR2E3 ag-1: 3; NR2E3 ag-2: -11; MITF TRPM1 inh: -5; Cardio protect: 18; Peg3 promoter: -6; PDI inh: -5; Shn3 inh set2: 6

The results go on.
SMILES	hiPSC survival	CaV13 ICDI inh	HIF-2a inh	HTR2A ag	NR2E3 ag-1	NR2E3 ag-2	MITF TRPM1 inh	Cardio protect	Peg3 promoter	PDI inh	Shn3 inh set2
CN(CC(=O)Nc1ccc(Cl)c(C(F)(F)F)c1)C(=O)c1cn2ccccc2n1	0.1	-2	-112	-8	-2	-18	-28	-8	-95	13	4
COc1ccc(N2C(=O)C3CCCN3C2c2cccs2)cc1 (stereo unspecified)	0.9	-9	0	-2	0	-24	3	17	-10	-12	-33
CCOC(=O)CN(C(=O)CSc1nnc(COc2ccc(OC)cc2)n1C)c1ccccc1	-2.0	-5	4	4	4	7	2	-12	17	2	-1
CN(CC(=O)Nc1ccccc1Cl)C(=O)CCNC(=O)Nc1ccccc1	-0.4	-2	-7	-5	/	-1	0	12	-7	-3	12
Cc1nnc2c3ccccc3c(Cl)nn12	-0.4	5	-17	8	4	-8	-13	5	-21	-4	-18
CCN1CCCC1Cn1cnc2c([nH]c3cc(OC)ccc32)c1=O (stereo unspecified)	-1.0	-5	-28	-5	2	-1	-10	-1	2	16	4
O=C(O)CNS(=O)(=O)c1ccc2c3c(cccc13)C(=O)N2	-0.7	-3	15	-2	/	2	5	1	10	1	12
CC1CN=C(c2cccn2Cc2ccc(F)cc2Cl)O1 (stereo unspecified)	2.2	-5	-9	6	2	5	-4	-10	14	-1	-1
Cc1cccnc1NC(=O)c1ccc2nc(N)sc2c1	1.3	/	-45	-6	1	-45	-9	6	-18	14	-13
CC(C)n1c(CNC(=O)c2ccccc2F)nnc1SCC(=O)c1ccc(F)cc1	-1.5	-6	7	8	/	6	5	13	3	5	-5
COc1ccc(Cl)cc1S(=O)(=O)N1CCCc2ccccc21	-0.5	-3	13	0	3	-9	-14	-5	18	5	-2
Cc1cc(NC(=O)Nc2cc(Cl)ccc2C)no1	0.1	-4	-33	2	3	-1	-7	-2	-16	0	-24
C[C@@H]1CN([C@@H](C)CO)C(=O)CCCn2nncc2CO[C@H]1CN(C)Cc1ccc2c(c1)OCO2	1.9	-5	5	0	/	-18	/	18	-3	-3	-13
Cn1nc(C(F)(F)F)c2cc(NC(=O)OCc3ccc(C(C)(C)C)cc3)sc21	0.7	-5	21	-3	/	-2	2	-11	5	-15	-11
CCOC(=O)N1CCN(C(=O)c2ccccc2SCC(=O)NCC2CCCCC2)CC1	0.2	-15	16	-4	0	-10	11	0	15	-1	-4
O=C(CNS(=O)(=O)c1ccc(C(=O)N2CCCCC2)cc1)N1CCCCC1	-0.4	-4	8	8	0	6	5	-10	4	15	38
Cc1cccn2c(=O)c3cc(C#N)c(=NC(=O)c4cccs4)n(CCCOC(C)C)c3nc12	-0.1	11	29	6	2	1	5	57*	18	-4	-21
CCCCCN1C2=NCCN2c2ccccc21	-0.7	-4	2	1	0	13	0	-12	23	6	-4
CCCCNC(=O)c1c(N)[nH]c(C(=O)c2ccccc2)c1-c1ccccn1	-0.8	-5	10	0	/	-12	/	/	/	/	/
CCOC(=O)C1CN(S(=O)(=O)c2cccs2)c2ccc(CC(=O)OC)cc2O1 (stereo unspecified)	-0.5	-6	5	0	0	-9	6	1	-5	1	-61
CCN(CC)S(=O)(=O)c1ccc2nnn(OCC(=O)Nc3cccc(C#N)c3)c2c1	2.2	-3	22	-2	0	2	-10	-2	-9	-4	-19
CCOC(=O)CSc1nnc(CNC(=O)c2ccc(OC)cc2)n1-c1ccc(OC)cc1	2.5	-5	17	3	1	-3	6	-1	3	-1	6
C=CCn1c(-c2ccc(OC)cc2)nc2nc3ccccc3nc21	3.5	-5	-110	-2	1	-33	-9	5	-76	1	-19
Cc1cc(F)ccc1S(=O)(=O)N1CCCOC1CNC(=O)C(=O)NCc1ccccn1 (stereo unspecified)	0.0	-6	9	-2	-4	13	-2	5	3	-2	9
O=C(NCC(c1ccco1)N1CCCCC1)c1ccc(COc2ccccc2)cc1 (stereo unspecified)	0.2	-6	-35	-2	-3	0	-10	-1	2	-13	12
COc1ccc(S(=O)(=O)N2CCN(Cc3cc(OC)c(O)c(OC)c3)CC2)cc1	-0.5	-9	4	-2	1	-1	-7	0	3	2	2
CCOCCCn1c(=S)[nH]c2cc(C(=O)NCCc3ccccc3)ccc2c1=O	-0.5	-7	-123	3	0	-37	-5	1	-159	-6	-14
CCNC(=S)N1CCN(c2nc(CC)nc3sc4c(c23)CCCC4)CC1	-0.6	-5	20	10	-1	-32	1	4	16	1	32
O=C(Nc1nnc(-c2cccs2)s1)C1CC1	-0.3	1	-164	5	-1	-16	-20	0	-220	5	-29
CC(C)CCN(C)C1CCN(S(=O)(=O)c2cccc(C(F)(F)F)c2)CC1	-1.3	/	10	-2	-1	19	-11	6	2	2	35
O=C(c1ccccc1)N1CCN=C1c1ccccc1	0.4	-4	4	3	0	0	2	3	-3	-2	8
Cc1cc(Cl)ccc1OCCCC(=O)NN	-0.5	-4	7	-3	-2	-23	-9	-5	4	-3	-2
CCOc1cc(NC(=S)Nc2ccccc2)c(OCC)cc1NC(=O)c1ccc(OC)cc1	-1.2	-6	9	-2	0	-26	13	-3	12	11	27
CCN(CC(=O)Nc1ccccc1C(F)(F)F)C(=O)c1ccccc1SCC(=O)N1CCCC1	-0.4	-5	4	-7	3	3	-1	5	5	-3	-8
CC(=O)c1cccc(Nc2c([N+](=O)[O-])c(=O)oc3ccccc23)c1	-0.9	-17	18	-7	3	-11	2	-1	20	-4	31
O=C1CSC(=Nc2cccc(C(=O)O)c2)N1	1.0	-6	6	2	0	-12	9	2	-6	11	-9
CCN(CC)S(=O)(=O)c1ccc(C(=O)NN(C)C2=NS(=O)(=O)c3ccccc32)cc1	-0.7	-3	21	-4	6	11	8	5	27	-1	1
O=C(CCc1ccccc1)N=C1SC2CS(=O)(=O)CC2N1Cc1ccc(F)cc1 (stereo unspecified)	-0.1	-2	7	10	1	-15	2	-4	1	-3	3
COc1cc(/C=C2/S/C(=N/S(=O)(=O)c3ccccc3)NC2=O)c([N+](=O)[O-])cc1OC	-0.7	-24	14	18*	4	22	3	2	4	-1	-17
CC(C)(C)NCC(O)Cn1cc(C=O)c2ccccc21 (stereo unspecified)	2.2	-3	18	4	2	21	6	3	2	-1	-11
OCC[C@@H]1C[C@H](O)[C@@H](O)[C@@]2(Cc3ccccc3O2)O1	1.5	-5	17	4	4	-1	2	2	4	3	-38
NC(=O)c1ccc2c(=O)n3c(-c4cc(Cl)c(N)c(Cl)c4)csc3nc2c1	0.8	-5	12	-2	-3	-28	7	23	24	-3	9
CCN1C(=O)[C@H]2[C@@H](c3ccc(-c4cc(C(C)=O)cs4)cc3)N3CCCC[C@@]3(C(=O)OC)[C@H]2C1=O	-1.8	-10	8	8	4	-24	-17	29	5	7	-3
COc1ccc(C(O)c2coc3ccc(O)c(CN(C)C)c23)cc1 (stereo unspecified)	-1.4	-5	12	-9	-1	-20	10	11	12	-4	0
Cc1ccc(OCCNC(=O)c2cc(-n3cnnc3)ccc2Cl)cc1C	-1.5	-4	24	-4	5	-7	-2	0	-8	5	4
CCOc1ncccc1C(=O)OCC(=O)c1cccs1	-1.0	-7	-6	0	-3	0	-2	-4	1	1	-10
